TRPC6 inhibitor: mouse TRPC6 channel inhibitors, primary screen, cell-based, HEK293, membrane potential dye | B-score at 10 µM | 310,000 tested, 1.1% active | ACh-evoked depolarization; stronger effect = lower value | AID 2553, 2010;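 active = B-score under library mean minus 3 SD, initial fluorescence not abnormally high, positive integrated signal ratio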;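 also: B-score derived from integrated fluorescence ratio over the kinetic read; more negative B-score means stronger inhibition of depolarization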
TRPC4 act: activators of mouse TRPC4 channel, primary screen, Fluo4 calcium, HEK293 TRPC4beta/mu-opioid cells; Fluo4 calcium fluorescence; stronger effect = higher value; B-score at 10 µM; 310,000 tested, 0.49% active;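 active = B-score above 5 SD of library B-scores, and initial fluorescence ratio not above library mean plus 5 SD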;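 also: positive B-score marks a calcium rise read as TRPC4 activation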
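Assay system: HEK293 cells stably co-expressing mouse TRPC4beta and mu-opioid receptor / Timing: Fluo4 dye loading 45 min at room temperature, 110 s recording / Signal: Fluo4 calcium-sensitive dye fluorescence, kinetic, 1 Hz baseline / Read-out: integrated baseline-normalised fluorescence ratio, converted to per-well B score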
HIF activator: HIF pathway transcriptional activators, primary screen, cell-based, U2OS HRE-luciferase, luminescence; activation, % at 7.5 µM (by protocol); 300,000 tested, 0.32% active; U2OS HRE-luciferase reporter; normalized: DMSO 0%, desferrioxamine 100%; AID 1910, 2009;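 active = mean activation of at least 10% of the iron chelator positive control signal, with at least half of replicates also reaching 10%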
MrgX1 allo act: positive allosteric modulators of MrgX1, primary screen, HEK293 cells, Fluo-4 calcium flux | Mas-related G-protein coupled receptor member X1 (Homo sapiens), Q96LB2 | FDSS; stronger effect = higher value | B-score at 10 µM | 310,000 tested, 0.63% active;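 active = plate-corrected calcium response at least 3 library SD above typical, normal starting fluorescence, not activating the receptor alone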;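 also: compound read alongside a low EC10 to EC30 dose of BAM8-22 agonist; peak minus trough fluorescence over baseline measured at the second addition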
Target sequence (Q96LB2 whole entry, looked up): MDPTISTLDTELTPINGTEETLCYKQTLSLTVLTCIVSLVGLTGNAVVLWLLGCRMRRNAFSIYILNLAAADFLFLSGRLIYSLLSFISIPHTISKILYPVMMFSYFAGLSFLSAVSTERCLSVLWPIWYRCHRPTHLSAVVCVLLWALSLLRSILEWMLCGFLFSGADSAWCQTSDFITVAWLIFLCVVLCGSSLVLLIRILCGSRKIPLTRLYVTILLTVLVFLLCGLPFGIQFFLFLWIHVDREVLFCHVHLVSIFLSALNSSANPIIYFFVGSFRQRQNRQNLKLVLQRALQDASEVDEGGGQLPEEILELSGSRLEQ
PolyA inhibitor: polyadenylation inhibitors in yeast reporter cells, primary screen, luminescence, S. cerevisiae; calls only at 12 µM; 300,000 tested, 0.02% active; S. cerevisiae SKY197-pL101 polyadenylation reporter, beta-gal luminescence; efflux-impaired pdr1/pdr3 knockout yeast; score 100 = 6 SD above DMSO;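 active = lowest replicate activity score at least 50, where 100 means six control SD above control mean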;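 also: yeast exposed to compound for 9 h at 30 °C; higher score means more reporter readthrough which indicates perturbed polyadenylation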
TRPC4 inh: inhibitors of mouse TRPC4 channel, primary screen, Fluo4 calcium, HEK293 TRPC4beta/mu-opioid cells. Short transient receptor potential channel 4 (Mus musculus), Q9QUQ5. AID 2247, 2010. 300,000 tested, 0.39% active. B-score at 10 µM. DAMGO-evoked Fluo4 calcium flux; stronger effect = lower value;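 active = B-score over 3 SD under the library average, no early fluorescence shift, positive overall ratio signal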
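Assay system: HEK293 cells with stable TRPC4beta plus mu-opioid receptor expression; Probe or stimulus: DAMGO in two steps, submaximal then maximal; Dosing: single-point compound dosing; Measured by: Fluo4 calcium-dye fluorescence, kinetic read; Read-out basis: B score from integrated Fluo4 fluorescence ratio.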
TRPC4 potent: positive allosteric modulators of TRPC4, primary screen, cell-based, mouse TRPC4beta, HEK293 mu-opioid, Fluo-4 calcium; DAMGO EC20, Fluo-4 Ca2+ flux; stronger effect = higher value; B-score at 10 µM; 310,000 tested, 0.42% active;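 active = B-score of calcium response area above 5 SD of library B-scores, with initial fluorescence ratio within 5 SD of library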;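 also: B-score of integrated fluorescence ratio over time as area under calcium response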
MrgX1 antagonist: antagonists of human MrgX1 receptor, primary screen, HEK293 cells, Fluo-4 calcium flux; Mas-related G-protein coupled receptor member X1 (Homo sapiens), Q96LB2; BAM8-22 antagonism; stronger effect = lower value; B-score at 10 µM; 310,000 tested, 1.3% active;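 active = calcium-response B-score plate-corrected more than 3 library SD below zero, starting fluorescence within 5 deviations, no agonist response on first addition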;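 also: peak minus trough fluorescence over baseline after final BAM8-22 challenge near maximal dose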
AI-2 QS modul: Vibrio harveyi AI-2 quorum sensing modulators, primary screen, JMH597 strain, luminescence/OD600 ratio; activity change, % at 7.5 µM; Vibrio harveyi JMH597 AI-2 luminescence/OD600 ratio, 9 h; stronger effect = lower value; strain lacks LuxN and CqsS sensors; 0 = neutral-control median; 300,000 tested, 0.4% active; in the data active = activity change below about -75%, passing the limit was not always enough;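 also: luminescence divided by OD600 gain over 9 h not by final OD600 alone; inactives centre near 13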
TRPC6 activator: mouse TRPC6 channel activators, primary screen, cell-based, HEK293, membrane potential dye; B-score at 10 µM; Short transient receptor potential channel 6 (Mus musculus), Q61143; AID 2550, 2010; 310,000 tested, 0.13% active; HEK293-TRPC6 membrane potential dye fluorescence; stronger effect = higher value;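 active = B-score of the integrated fluorescence ratio above library mean plus 3 SD, and starting fluorescence ratio within library mean plus 5 SD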;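 also: higher score means more depolarization so channel activation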
MrgX1 agonist: agonists of human MrgX1 receptor, primary screen, HEK293 cells, Fluo-4 calcium flux. 310,000 tested, 0.44% active. Mas-related G-protein coupled receptor member X1 (Homo sapiens), Q96LB2. B-score at 10 µM. Fluo-4 calcium fluorescence, agonist mode; stronger effect = higher value;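 active = calcium response B-score plate-corrected fluorescence ratio at least 3 library SD, with starting fluorescence B-score inside 5 SD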
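Test system: HEK293 cells stably expressing human MrgX1 receptor; Input: fifteen thousand cells per well; Dosing: compound delivered in addition one of three; Schedule: overnight seeding, then 1 h dark dye loading; Technique: Fluo-4 NW calcium fluorescence; Measure: B-scored fluorescence response ratio; Controls: positive and negative controls per plate.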
* hit, by the source's call; i = inactive; x = not tested or not shown.

SMILES	TRPC6 inhibitor	TRPC4 act	HIF activator	MrgX1 allo act	PolyA inhibitor	TRPC4 inh	TRPC4 potent	MrgX1 antagonist	AI-2 QS modul	TRPC6 activator	MrgX1 agonist
CCCCCNC(=O)C(C)NS(=O)(=O)c1ccc(OC)cc1 (configuration not stated)	i	i	-0.3	i	i	i	i	i	3	i	i
COc1cccc(C2C(C#N)=C(N)N(N(C)C)C3=C2C(=O)CCC3)c1OC (configuration not stated)	i	i	0.0	i	i	i	i	i	1	i	i
COc1ccc(-c2noc(CSc3ccccc3)n2)cc1OC	i	i	5.6	i	i	i	i	i	37	i	i
COc1ccc(/C=C\C(=O)Oc2cccc(/C=N/NC(=O)Cc3ccc(OC)c(OC)c3)c2)cc1	i	i	0.1	i	i	i	i	-5.5*	3	i	i
O=S(=O)(c1cccc2nonc12)N1CCN(c2cccc(Cl)c2)CC1	i	i	-0.4	i	i	i	i	i	28	i	i
COCCCC1CCN(C(=O)C2CCC(=O)N(CC3CCCCC3)C2)CC1 (configuration not stated)	i	i	-0.7	i	i	i	i	i	16	i	i
COc1ccccc1N1CCN(C2CCCN(C(=O)CCn3cncn3)C2)CC1 (configuration not stated)	i	i	0.0	i	i	i	i	i	0	i	i
COc1cccc(CC(=O)OC(C)C(=O)Nc2ccc(Cl)cn2)c1 (configuration not stated)	i	i	-0.1	i	i	i	i	i	19	i	i
CCOC(=O)C1=C(C)N(CC(C)C)C(=O)/C1=C\c1ccc(OCC(=O)Nc2ccccc2)cc1	i	i	0.6	i	i	i	i	i	21	i	i
Cc1cc(=O)[nH]c(-n2nc(C)c(Oc3ccccc3O)c2C)n1	i	i	0.8	i	i	i	i	i	19	i	i
COC(=O)c1ccccc1S(=O)(=O)NCc1nc2nc(C)cc(C)n2n1	i	i	-0.2	i	i	i	i	i	30	i	i
O=C1C(Cl)=C(N2CCCC2)C(=O)N1c1ccc(F)cc1	i	i	-1.5	i	i	i	i	i	x	i	i
CN(Cc1nc(-c2ccc(Cl)cc2)no1)C(=O)CCN1C(=O)[C@H]2CC=CC[C@H]2C1=O	i	i	-0.7	i	i	i	i	i	24	i	i
Cc1ccc(C2CC(=O)c3cnc(N4CCN(c5ccccc5)CC4)nc3C2)cc1 (configuration not stated)	i	i	0.2	i	i	i	i	i	19	i	i
Cc1ccc(SCc2[nH]nc3c2C(c2cccnc2)C(C#N)=C(N)O3)cc1 (configuration not stated)	i	i	-0.8	i	i	i	i	i	8	i	i
O=C1CN=CN=CN1c1ccc(Cl)cc1Cl	i	i	-0.1	i	i	i	i	i	25	i	i
CCn1cc(CN2CCN(CC(C)(C)C)C(CCO)C2)c2ccccc21 (configuration not stated)	i	i	-0.4	i	i	i	i	i	12	i	i
Cc1cc(C(=O)Nc2ccccc2Cl)c2ccccc2n1	i	i	-0.5	i	i	i	i	i	7	i	i
CCOC(=O)c1c(-c2ccc(OC)cc2)csc1NC(=O)C1CCCO1 (configuration not stated)	i	i	-0.1	24*	i	i	i	i	26	i	i
CCCCOC(=O)Nc1nnc(COc2ccccc2)s1	i	i	0.0	i	i	i	i	i	3	i	i
CC1(C)CCN2CCC(C)(C)c3c(O)ccc1c32	i	i	3.4	i	i	i	i	i	19	i	i
CCc1noc(C)c1C(=O)OCC(=O)NC(=O)c1ccccc1	i	i	-0.4	i	i	i	i	i	6	i	i
Cc1c2cnn(CC(=O)NCCN3CCOCC3)c(=O)c2c(C)n1Cc1ccccc1	i	i	-0.3	i	i	i	i	i	17	i	i
CC(C)(CNC(=O)c1cc(=O)[nH]c2ccccc12)N1CCOCC1	i	i	-0.2	i	i	i	i	i	13	i	i
COCCNC(=O)c1ccc(C(=O)NCCOC)s1	i	i	-0.3	i	i	i	i	i	16	i	i
COCCn1c(C)cc(C(=O)COC(=O)c2ccc3c(c2)NC(=O)CS3)c1C	i	i	0.7	i	i	i	i	i	-9	i	i
CC(=O)Nc1cccc(NC(=S)Nc2cccc(Cl)c2C)c1	i	i	0.8	i	i	i	i	i	9	i	i
C[C@H](NC(=O)c1nc[nH]c1C(=O)N[C@H](C)c1ccccc1)C(=O)OC(C)(C)C	i	i	-0.2	i	i	i	i	i	-13	i	i
Cc1ccc(Sc2ccc(/C=C3/C(=O)NN(c4ccccc4)C3=O)o2)cc1	i	i	-0.4	i	i	i	i	i	1	i	i
CN(C)C(=O)N1CCCC(C(=O)NCc2ccc(F)cc2Cl)C1 (configuration not stated)	i	i	-0.4	i	i	i	i	i	9	i	i
CCN1CCN(C(=O)c2cc(-c3ccc(Cl)s3)nc3ccccc23)CC1	i	i	-15	x	i	i	18*	x	7	i	x
CCN(CC)c1nc(SCC(=O)O)nc(N(CC)CC)n1	i	i	0.1	i	i	i	i	i	6	i	i
CCCCN(C(=O)CSc1nncn1-c1ccccc1)c1c(N)n(Cc2ccccc2)c(=O)[nH]c1=O	i	i	0.0	i	i	i	i	i	22	i	i
Cc1ccc(C)c(SCC(=O)N(C)CC(=O)Nc2ccc(N3CCOCC3)cc2)c1	i	i	-1.3	i	i	i	i	i	-6	i	i
O=[N+]([O-])c1ccc(-c2cn(-c3ccc(Cl)cc3)c(=S)[nH]2)cc1	i	i	x	i	i	i	i	i	2	i	i
CCC1=NN(C(=O)Cc2ccc([N+](=O)[O-])cc2)C(O)(c2ccncc2)C1 (configuration not stated)	i	i	0.0	i	i	i	i	i	22	i	i
Cc1cccc(NC(=O)C2CCCN(S(=O)(=O)c3cccc4nonc34)C2)c1 (configuration not stated)	i	i	0.1	i	i	i	i	i	28	i	i
Cc1cccc(N(C(=O)CCC(=O)Nc2nccs2)C(C(=O)NC(C)(C)C)c2ccc(O)cc2)c1 (configuration not stated)	i	i	-0.8	i	i	i	i	i	10	i	i
O=[N+]([O-])c1ccc(OCC(O)CNC2CCCC2)cc1 (configuration not stated)	i	i	x	i	i	i	i	i	-1	i	28*
O=C(CCc1ccncc1)N1CCCC(Nc2ccc(F)c(F)c2)C1 (configuration not stated)	i	i	-0.2	i	i	i	i	i	-4	i	i
COc1ccc(-c2cnn3c(N)c(S(=O)(=O)c4ccccc4)cnc23)cc1	i	i	0.0	i	i	i	i	i	22	i	i
CCn1cc(/C=C(\NC(=O)c2ccccc2OC)C(=O)NCCCN2CCOCC2)c2ccccc21	i	i	0.5	i	i	i	i	i	-6	i	i
CC(C(=O)N1CCOCC1)N1C(=O)c2cccc3cccc(c23)C1=O (configuration not stated)	i	i	-0.3	i	i	i	i	i	35	i	i
CN(Cc1nc(-c2ccncc2)no1)S(=O)(=O)c1ccccc1	i	i	-0.3	i	i	i	i	i	13	i	i
c1n[nH]c(SCCCCSc2ncn[nH]2)n1	i	i	-0.2	i	i	i	i	i	2	i	i

Filtered by structure, those above containing fluorine (3)
SMILES	TRPC6 inhibitor	TRPC4 act	HIF activator	MrgX1 allo act	PolyA inhibitor	TRPC4 inh	TRPC4 potent	MrgX1 antagonist	AI-2 QS modul	TRPC6 activator	MrgX1 agonist
O=C1C(Cl)=C(N2CCCC2)C(=O)N1c1ccc(F)cc1	i	i	-1.5	i	i	i	i	i	x	i	i
CN(C)C(=O)N1CCCC(C(=O)NCc2ccc(F)cc2Cl)C1 (configuration not stated)	i	i	-0.4	i	i	i	i	i	9	i	i
O=C(CCc1ccncc1)N1CCCC(Nc2ccc(F)c(F)c2)C1 (configuration not stated)	i	i	-0.2	i	i	i	i	i	-4	i	i

Later entries:
SMILES	TRPC6 inhibitor	TRPC4 act	HIF activator	MrgX1 allo act	PolyA inhibitor	TRPC4 inh	TRPC4 potent	MrgX1 antagonist	AI-2 QS modul	TRPC6 activator	MrgX1 agonist
CCc1cc(C(=O)OC)c(N2C(=O)C3C4C=CC(C4)C3C2=O)s1 (configuration not stated)	i	i	0.1	i	i	i	i	i	17	i	i
Cc1cnc(C(=O)OCc2ccc(C#N)cc2)cn1	i	i	-0.1	i	i	i	i	i	22	i	i
CCCCNC1=CC(=O)C(=O)c2ccccc21	i	i	0.3	i	i	i	i	i	14	i	i
COC(=O)C1CCN(C(=O)NC2CC(=O)N(c3ccc4c(c3)OCCO4)C2)CC1 (configuration not stated)	i	i	2.8	i	i	i	i	i	17	i	i
Cc1ccc(S(=O)(=O)N2CC(C)C(=O)CC2C)cc1 (configuration not stated)	i	i	-0.5	i	i	i	i	i	4	i	i
COc1cccc(-c2cc(C(=O)N3CCc4ccccc4C3)no2)c1	i	i	0.1	i	x	i	i	i	-61	i	i
O=C(C1=C(O)C(=O)N(CCN2CCOCC2)C1c1ccco1)c1cc2ccccc2o1 (configuration not stated)	i	i	-0.1	i	i	i	i	i	31	i	i
C=CCN(CC=C)C(=S)NC(=O)/C=C/c1ccc(OC)cc1	i	i	0.8	8.9*	i	i	i	i	3	i	i
COc1ccc(/C=C/C(=O)OC(C)CN2CCCCC2)cc1 (configuration not stated)	i	i	0.0	i	i	i	i	i	-11	i	i
COc1ccc(/C=C/C(=O)NC(C)CCc2ccccc2)cc1OC (configuration not stated)	i	i	0.0	i	i	i	i	i	10	i	i
c1ccc(OCCCc2nc(-c3ccncc3)no2)cc1	i	i	0.2	i	i	i	i	i	-50	i	i
COc1cc(NC(=O)COc2ccccc2)ccc1NC(=O)c1ccco1	i	i	-0.2	i	i	i	i	i	-5	i	i
Nc1ccc(C(=O)N/N=C/c2c[nH]c3ccccc23)cc1	i	i	1.7	i	i	i	i	i	21	i	i
O=C(CCc1ccccc1)NC1CCSC1=O (configuration not stated)	i	i	-0.2	i	i	i	i	-6.1*	8	i	i

High-throughput results from PubChem BioAssay.

Only part of the results is shown (hit frequency here may not be typical).
